High-throughput results (PubChem)
PAD4 inh: PAD4 (human) enzyme inhibition; recombinant PAD4, RCA probe fluorescence polarization; inhibition, % at 6.36 µM; 0.41% of 330,000 active; Q9UM07;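 active = percent inhibition above a cutoff equal to the mean of all tested compounds plus 3 SD, cut at about 15% in these data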;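 note: 0% = PAD4 with RCA probe and DMSO and 100% = probe without PAD4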
Target sequence (Q9UM07 whole entry, looked up): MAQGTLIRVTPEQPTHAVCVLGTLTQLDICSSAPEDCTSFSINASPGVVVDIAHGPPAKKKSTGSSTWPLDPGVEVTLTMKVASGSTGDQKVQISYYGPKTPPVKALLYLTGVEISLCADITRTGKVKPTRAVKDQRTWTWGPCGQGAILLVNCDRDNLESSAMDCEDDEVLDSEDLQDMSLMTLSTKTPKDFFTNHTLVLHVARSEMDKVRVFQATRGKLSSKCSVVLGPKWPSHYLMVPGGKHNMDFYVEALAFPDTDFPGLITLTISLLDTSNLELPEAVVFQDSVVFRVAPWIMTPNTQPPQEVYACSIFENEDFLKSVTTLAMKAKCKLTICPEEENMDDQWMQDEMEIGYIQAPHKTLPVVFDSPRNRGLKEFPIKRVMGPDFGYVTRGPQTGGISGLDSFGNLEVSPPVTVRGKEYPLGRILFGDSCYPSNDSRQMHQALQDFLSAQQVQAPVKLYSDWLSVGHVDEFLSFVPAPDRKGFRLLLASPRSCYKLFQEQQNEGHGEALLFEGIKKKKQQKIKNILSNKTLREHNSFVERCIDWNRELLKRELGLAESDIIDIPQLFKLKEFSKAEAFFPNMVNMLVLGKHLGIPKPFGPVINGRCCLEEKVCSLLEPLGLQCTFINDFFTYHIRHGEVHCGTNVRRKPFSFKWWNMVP
MEX-5 binding: C. elegans MEX-5 TCR-2 RNA binding activity; Q9XUB2; MEX-5/FITC-TCR2 RNA binding, fluorescence polarization; hits give low values; activity score (negative = inhibition of binding), % at 10 µM; 0.38% of 300,000 active;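 active = inhibition past about -25% in most replicates, and total fluorescence under double the plate's negative control median, limit read from the data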;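 note: 0% = DMSO and -100% = 5 µM competing unlabeled TCR2 RNA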
PME-1 primary: blocks human protein phosphatase methylesterase 1. 0.53% of 320,000 active. recombinant PME-1, FP-Rh probe fluorescence polarization. Q9Y570. inhibition, % at 5.9 µM;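 active = inhibition above the campaign mean of all compounds plus 3 SD, cut at about 26% in these data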;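 note: competitive labeling of PME-1 active site by serine hydrolase directed probe; 0% = PME-1 with DMSO and 100% = wells lacking PME-1 enzyme; inhibitors block probe labeling so polarization falls and inhibition rises; many of its hits are not listed in these tables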
GLD-1 RNA inh: GLD-1-TGE RNA interaction inhibition (C. elegans); Q17339; purified GLD-1 + fluorescein TGE RNA, fluorescence polarization; inhibition, % at 5.96 µM; 0.44% of 320,000 active; AID 2280;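 active = percent inhibition above a per-plate cutoff, the plate mean of test compounds plus 3 SD, cut at about 30% in these data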;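 note: 0% = DMSO wells with GLD-1 and probe and 100% = wells lacking GLD-1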
TPT1 inh: C. albicans TPT1 enzyme inhibition | 0.81% of 300,000 active | AID 1962 | recombinant caTPT1, FP RNA substrate dephosphorylation | inhibition, % at 5 µM;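 active = inhibition above the mean of all tested compounds plus 3 SD, set per screening campaign, cut at about 24% in these data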;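 note: plate controls were DMSO alone for no effect and ferristatin control at 100 nM for full effect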
Fam108B inh: blocks mouse Fam108B hydrolase in RBBP9 counter-screen; recombinant Fam108B, FP-Rh probe fluorescence polarization; inhibition, % at 9.51 µM; 0.33% of 300,000 active;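 active = inhibition above the screen mean inhibition plus 3 SD, computed separately per campaign, cut at about 18% in these data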;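 note: inhibitors lower polarization as less probe binds the enzyme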
GSTO1 counter: GSTO1 inhibition, counter-screen for RBBP9 inhibitors | AID 1974 | recombinant GSTO1, activity-based probe fluorescence polarization | P78417 | 1.1% of 300,000 active | inhibition, % at 5.96 µM;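 active = inhibition above the campaign mean inhibition plus 3 SD, cut at about 35% in these data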;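 note: 0% = GSTO1-1 with DMSO and 100% = wells lacking GSTO1-1 enzyme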
Target sequence (P78417 whole entry, looked up): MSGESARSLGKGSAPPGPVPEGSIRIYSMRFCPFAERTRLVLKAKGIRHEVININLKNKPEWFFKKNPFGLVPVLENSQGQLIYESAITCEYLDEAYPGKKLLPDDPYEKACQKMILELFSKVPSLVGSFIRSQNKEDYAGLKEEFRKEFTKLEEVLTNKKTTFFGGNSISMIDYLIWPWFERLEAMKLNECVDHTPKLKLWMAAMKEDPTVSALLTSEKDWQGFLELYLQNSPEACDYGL
BCLXL inh: blocks human Bcl-xL binding to Bim BH3 peptide. Q07817. GST-Bcl-xL / FITC-Bim BH3 peptide fluorescence polarization. inhibition, % at 10.9 µM. 0.7% of 320,000 active;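 active = inhibition above the mean of all tested compounds plus 3 SD, cutoff set per campaign, cut at about 30% in these data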;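 note: 0% = DMSO wells and 100% = unlabeled Bim-BH3 peptide competitor; inhibitors lower millipolarization by displacing the labeled peptide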
MCL1-BIM inh: MCL1-BIM-BH3 interaction inhibition (human) | Q07820 | GST-MCL1 / FITC-Bim-BH3 fluorescence polarization | inhibition, % at 10.9 µM | 0.68% of 320,000 active;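 active = inhibition above the mean inhibition of all tested compounds plus 3 SD, set per campaign, cut at about 40% in these data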;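 note: 0% = DMSO wells and 100% = unlabeled Bim-BH3 peptide control; higher means more loss of mP so more displacement of Bim peptide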
Starred values were filed as active, the others as inactive; . = not tested or not shown.

SMILES	PAD4 inh	MEX-5 binding	PME-1 primary	GLD-1 RNA inh	TPT1 inh	Fam108B inh	GSTO1 counter	BCLXL inh	MCL1-BIM inh
CCCCN(C(=O)C1=COCCO1)c1c(N)n(CCCC)c(=O)[nH]c1=O	4.3	0.6	0.3	8.7	-1.0	0.3	-3.7	7.0	7.4
O=C(COC(=O)CCC(=O)c1cccs1)Nc1cc(S(=O)(=O)N2CCOCC2)ccc1Cl	3.9	-2.6	9.1	-1.2	0.6	0.9	0.2	2.3	4.5
Cc1nnc(SCC(=O)N(C)C2CCCCC2)n1C	0.3	.	1.9	3.0	.	.	.	-0.8	-1.7
O=C(O)CC(CC(=O)Nc1ccc(Oc2ccccc2)cc1)c1ccccc1 (configuration not stated)	-1.7	1.9	2.9	0.3	0.6	-1.5	-9.7	0.3	-1.9
CC(C)(NC(=O)c1ccccc1)c1nc2ccccc2s1	9.7	-0.3	4.4	7.0	-3.1	-2.0	11.5	7.9	12.7
COc1ccc(Cl)cc1NC(=O)CN(C)C(=O)c1ccc2c(c1)OCCO2	-1.7	1.0	4.4	4.6	-1.0	0.1	23.8	-15.8	-19.6
Cc1ccccc1OCCn1cc(C(=S)N2CCCC2)c2ccccc21	-1.6	0.1	0.8	-2.7	1.7	8.7	0.5	8.5	8.5
CCOc1ccc(CN(C)CC(=O)c2c(N)n(Cc3ccccc3)c(=O)n(CC)c2=O)cc1OC	-0.1	1.8	5.5	1.4	-1.8	9.7	-2.5	2.3	7.7
Cc1[nH][nH]c(=O)c1N=Nc1ccc(F)cc1	-1.9	-11.4	-2.3	7.8	-1.4	6.3	4.0	5.7	4.1
CCCCCC(=O)N1CC2(CC(c3cccc(NC(=O)COc4ccc(Cl)cc4)c3)=NO2)C[C@@H]1C(N)=O (some centres not stated)	-2.4	-4.7	-10.8	10.2	-0.3	1.4	-2.7	4.5	-1.1
CCOC(=O)C1(CC2CCCCO2)CCN(C(=O)Nc2ccc(C)c(C)c2)CC1 (configuration not stated)	2.8	0.0	-4.5	6.0	-2.2	1.3	2.5	11.2	0.1
COc1cccc(Cn2cccc(NC(=O)NC3CCCCC3)c2=O)c1	-5.8	-3.3	-0.3	-0.3	-1.5	4.7	1.3	-2.6	-5.0
Cc1ccc(C(=O)Cc2nnc(C)s2)cc1	-6.5	1.0	1.6	-5.8	-0.6	-4.6	4.2	-1.3	0.3
CCOc1ccccc1NC(=O)NCCN1CCCCC1	-0.8	3.2	-2.2	4.6	-4.7	3.1	1.6	3.9	9.7
CCCCNCc1cccn1-c1ccccc1	-0.3	1.0	-0.5	7.2	0.8	-1.8	-5.9	6.9	2.0
COc1ccc(CCNC(=O)CN(c2ccccc2OC)S(C)(=O)=O)cc1	-3.1	-0.1	3.7	7.7	-3.5	-0.8	-10.2	3.2	-2.3
CCCCc1nnc(NC(=O)CN(C)S(=O)(=O)c2ccc(C)cc2)s1	-5.9	0.4	6.9	-1.9	-2.3	-5.0	0.6	-1.3	-12.1
O=c1cc(CO)oc(CN2CCN(c3ccccc3F)CC2)c1O	0.8	-1.7	-1.1	0.0	-2.0	2.4	7.6	2.1	0.3
O=C(NCc1ccccn1)Nc1ccc(F)c(Cl)c1	-0.1	-0.4	-2.5	2.7	-1.6	-0.6	0.5	3.0	6.0
CCC(=O)N1CCc2cc(S(=O)(=O)NCCC(=O)N3CC=C(c4ccccc4)CC3)ccc21	-0.6	.	9.9	16.6	3.6	2.0	-2.1	0.0	-1.2
Cc1ccc(S(=O)(=O)NC2CC(C)(C)NC(C)(C)C2)cc1C	-10.9	0.6	-8.9	-8.4	-2.8	-8.4	-3.3	-4.1	-8.6
COc1ccc(NC(=O)CSc2n[nH]c(N)n2)c([N+](=O)[O-])c1	-8.2	1.1	1.9	2.8	-2.5	-1.6	3.1	-0.5	-5.5
COc1cc(OC)cc(C(=O)NNC(=O)CNC(=O)c2ccc(Br)o2)c1	-3.7	-0.4	-0.6	0.5	-3.0	2.0	1.0	-4.5	-4.3
CN(C)c1cccc(NC(=O)c2cccc3ccccc23)c1	-3.1	0.4	-4.0	4.2	-2.7	-1.9	37.9*	-9.5	-2.9
Cc1cc(O)c(C2(C(F)(F)F)NCCNC2=O)cc1C (configuration not stated)	-3.3	-1.5	-1.5	-7.3	0.7	1.6	2.3	4.1	3.1

Reprinted from the part before: two compounds, followed by the next part.
SMILES	PAD4 inh	MEX-5 binding	PME-1 primary	GLD-1 RNA inh	TPT1 inh	Fam108B inh	GSTO1 counter	BCLXL inh	MCL1-BIM inh
CN(C)c1cccc(NC(=O)c2cccc3ccccc23)c1	-3.1	0.4	-4.0	4.2	-2.7	-1.9	37.9*	-9.5	-2.9
Cc1cc(O)c(C2(C(F)(F)F)NCCNC2=O)cc1C (configuration not stated)	-3.3	-1.5	-1.5	-7.3	0.7	1.6	2.3	4.1	3.1
CC(=O)Oc1ccc(C23CC4CC(CC(C4)C2)C3)cc1C(=O)O	-0.8	0.0	0.6	2.0	0.4	-5.8	3.8	1.5	4.0
CN(C(=O)C(C)(C)C)c1ccc(OCC(=O)N2CCc3ccccc3C2)cc1	-1.3	-1.0	6.2	0.4	-4.6	-0.8	1.2	0.2	1.7
CC1(C)Oc2ccc3ccc(=O)oc3c2C(/C=N/O)=C1Cl	-1.6	-1.2	-5.3	2.1	2.2	3.8	-5.9	-12.2	-26.9
O=C1c2cccc3cccc(c23)C(=O)N1CCN1CCN(C(=S)Nc2ccccc2)CC1	1.1	0.3	0.7	-3.4	0.6	-3.7	2.9	0.6	7.2
CC(=O)NC(=S)Nc1cccc2c(C)cc(C)nc12	1.7	-2.0	-4.5	8.2	-1.4	3.1	4.1	7.9	16.7
COc1ccc(-c2cn(-c3cccc(C)c3)c(=O)[nH]2)cc1OC	1.7	-2.8	2.3	-1.0	-3.5	1.3	4.9	6.4	2.6
COc1ccc(NC(=O)c2ccc(C(=O)Nc3ccc(OC)cc3OC)cc2)c(OC)c1	-2.4	-1.6	2.0	9.2	-1.3	9.3	5.7	4.6	7.5
CCCCONc1ncnc2nonc12	0.0	5.2	0.8	-0.5	-4.0	-2.0	4.8	3.0	2.6
COc1ccccc1NC(CC(=O)c1ccccc1)C(=O)OCC(=O)c1ccc(F)cc1 (configuration not stated)	-0.3	-0.6	-1.7	-0.5	0.3	2.3	4.1	-1.5	5.7
O=c1cnn(Cc2c(Cl)cccc2Cl)c2ccccc12	-1.9	-1.2	13.1	-4.7	-1.1	-1.4	5.7	3.3	1.2
O=C(NCc1ccccc1)C(=O)c1cn(CC(=O)N2CCOCC2)c2ccccc12	4.4	0.9	-4.3	7.8	2.6	0.9	1.1	0.0	-4.9
CN(CC(=O)N1CC=C(c2ccccc2)CC1)S(=O)(=O)c1ccc2c(c1)c(=O)n(C)c(=O)n2C	-2.1	-1.3	-2.6	1.4	-3.5	-1.2	-0.1	9.1	5.7
Cc1cc(C)cc(NC(=O)Nc2ccc(N3CCCCC3)cc2)c1	-5.8	-1.3	-3.1	9.0	-3.4	2.3	4.2	12.8	9.0
Cc1ccc(CS(=O)(=O)Cc2ccc(C(=O)NCCCN3CC(C)CC(C)C3)o2)cc1 (configuration not stated)	1.6	-0.3	-3.8	-1.6	1.5	-0.1	-7.8	0.2	-5.3
COc1ccc(CCN(Cc2nc3ccccc3c(=O)[nH]2)C(=O)c2ccco2)cc1	-0.2	0.2	-6.4	4.7	0.9	-2.6	4.9	1.4	1.5
COc1cccc(C(=O)NNC(=O)C(=O)Nc2cccc(Cl)c2C)c1	-6.0	-3.3	1.5	-3.5	-1.2	0.0	2.3	2.6	10.3
Cc1ccccc1NCN1C(=O)C2C3C=CC(C3)C2C1=O (configuration not stated)	-3.0	-1.6	-3.1	5.8	-12.4	4.6	0.2	2.7	-5.7
CCOc1ccc(-c2cc(CCCC(=O)NCCCOC)no2)cc1	-8.8	0.8	-4.7	0.9	1.8	-4.8	-1.9	-7.0	-10.9
COc1ccc(CN(C)C(=O)c2cnc(C)cn2)c(OC)c1OC	-3.0	-1.1	6.1	4.7	-1.6	-2.8	-4.5	-0.8	-9.0
CC(C)Cc1nnc(NC(=O)c2ccc3c(c2)OCCO3)s1	-16.4	.	-4.2	-3.5	.	.	.	-2.7	2.4
O=C1c2ccccc2C(O)N1Cc1ccccc1 (configuration not stated)	-6.9	-0.3	3.0	10.6	1.4	0.0	-0.5	0.1	6.3
COc1ccc(C(=O)C2CCCN(C(=O)c3ccc4nccnc4c3)C2)c(C)c1 (configuration not stated)	7.2	.	-1.2	3.1	-6.4	-2.9	2.5	6.3	-1.2
CCOC(=O)C(NCc1ccco1)(NC(=O)c1ccccc1)C(F)(F)F (configuration not stated)	-3.3	-6.5	-0.9	-5.8	-0.2	2.7	6.0	5.2	6.3
CCC(CC)C(=O)Nc1nnc(CCc2ccccc2)s1	0.7	1.5	-0.4	9.3	-0.3	-3.6	1.4	6.7	4.3
Cc1ccc(C2(C)NC(=O)N(CC(=O)N(Cc3ccccc3)C(C)(C)C)C2=O)cc1 (configuration not stated)	-5.0	1.2	-7.5	1.1	7.6	-3.5	14.0	-5.0	-7.9
Additional results follow.
SMILES	PAD4 inh	MEX-5 binding	PME-1 primary	GLD-1 RNA inh	TPT1 inh	Fam108B inh	GSTO1 counter	BCLXL inh	MCL1-BIM inh
CCCCn1c(SCC(=O)O)nc2ccccc21	-2.8	1.1	-2.2	3.7	5.0	3.5	-0.5	-2.8	-6.6
O=C(Nc1cc([N+](=O)[O-])ccc1N1CCOCC1)c1ccco1	3.0	-2.7	-0.9	9.4	6.8	0.1	0.4	0.1	3.9
CCOc1ccc(-n2c(-c3ccccc3)nnc2-c2ccccc2)cc1	-3.9	-0.3	-8.1	-2.7	-5.3	-3.1	-2.1	6.1	-0.7
CCN(CC(=O)Nc1ccc(OC)cc1)C(=O)c1ccc2c(c1)NC(=O)C(C)S2 (configuration not stated)	-2.0	-2.9	0.0	3.4	0.0	1.7	5.2	6.9	5.8
CCN(Cc1ccccc1)S(=O)(=O)c1ccc(C(=O)N(CCCN(C)C)c2nc3c(C)c(C)ccc3s2)cc1	-11.7	2.1	-2.7	0.0	2.9	-11.6	-1.9	-6.8	-5.0
C=CCN(C(=O)Cn1nnc2ccccc21)C(C(=O)NCCOC)c1ccc(OC)cc1OC (configuration not stated)	0.4	1.9	-0.4	2.2	1.2	2.8	-7.6	0.1	-1.5
Cc1cccc(CC(C)NC(=O)c2cc(COc3ccc(F)cc3F)on2)n1 (configuration not stated)	-0.9	0.9	1.9	-1.7	-2.0	1.6	6.0	7.1	4.5
COc1ccc(NC(=O)Nc2ccc(F)cc2)cn1	2.9	-1.7	-3.9	11.2	-7.4	3.1	9.3	20.1	24.0
COCCCN1CN(S(=O)(=O)c2ccc(Cl)cc2)c2nc3ccccc3nc21	5.3	0.0	7.5	34.3*	-7.2	4.9	10.6	28.8	26.1
CS(=O)(=O)c1cccc(C(=O)N(CCc2ccccc2)Cc2cccs2)c1	-0.8	-1.9	-0.8	-3.8	0.1	2.8	2.4	-8.3	-14.4
CN(CC(=O)Nc1ccc(S(=O)(=O)N2CCOCC2)cc1)Cc1ccc(F)cc1	1.2	.	2.2	4.1	.	.	.	-9.7	-5.2
COc1ccc(/C=C/C(=O)NC(=S)N2CCOCC2)cc1	-2.4	3.0	1.4	1.1	-2.5	0.4	-1.9	0.4	10.1
O=C1/C(=C/c2ccc3c(c2)OCO3)CCC/C1=C\c1ccc2c(c1)OCO2	2.5	-2.4	-2.9	-1.1	9.2	-0.8	-3.6	-3.1	-1.1
Cc1nn(-c2ccccc2)c(C)c1/C=N\N1CCN(c2ccc(Cl)cc2)CC1	-0.7	0.3	-3.6	4.9	0.6	15.2	0.5	4.3	4.7

A portion of the library. The share of hits here may be higher or lower than overall.
